Source: PubChem BioAssay
PAX8 inh HTS: inhibitors of PAX8-driven TPO luciferase reporter, primary screen, RMG-I cells, single concentration. SteadyGlo, 24 h. inhibition, % at 12.6 µM. actives 1.2% (n = 360,000);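 active = mean replicate inhibition at least 60% with every replicate also reaching 60%; inconclusive = only one of the two criteria is met; inactive = mean below 60% and not all replicates reaching 60%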;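 also: luciferase light reporting Pax8 driven TPO promoter activity; plate controls were median of neutral control wells for no effect and mitoxantrone controls for full effect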
Xi reactivation: activators of inactive X chromosome reactivation, primary screen, imaging, XiGFP fibroblasts, GFP high-content imaging, set 2; XiGFP mouse fibroblasts, % GFP-positive cells imaging, 3 d; cells co-treated with 5-aza-dC sensitizer; scaled so ellipticine positive control = 100%; actives 0.055% (n = 360,000); activation, % at 7.58 µM; AID 743238, 2013;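 active = mean normalized replicate activation at least 10% and every replicate at or above 10%; inconclusive = only one of the two criteria met; inactive = mean below 10% and not all replicates reach 10%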;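 also: 0% = median of on-plate neutral control wells and 100% = ellipticine 6 µM median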
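material = 68-5-11 XiGFP fibroblast line | medium = DMEM plus 5-aza-dC sensitizer | schedule = 3 days compound exposure | benchmarks = positive control ellipticine, 6 µM final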
CFTR F508del cor: F508del CFTR correction, initial screen, CFBE line, single point | CFBE cells, YFP halide quenching; stimulated with forskolin plus potentiator P3; % fluorescence drop versus neutral controls | activity (quench increase), % at 7.58 µM | actives 0.36% (n = 350,000) | AID 720511, 2013;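 active = mean added fluorescence quench of at least 8% versus neutral control, with both replicates also reaching 8%; inconclusive = only one of the mean or replicate conditions met; inactive = mean below 8% and not both replicates reaching 8%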;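 also: cells transiently co-express mutant CFTR-F508del with the halide-sensitive YFP; corrector assay measuring rescue of mutant channel to the surface after 24 h compound exposure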
ERp5 block: inhibitors of ERp5-driven insulin aggregation, primary screen, biochemical, turbidity, absorbance 650 nm, single point; actives 0.05% (n = 350,000); 90 min; AID 651711, 2012; inhibition, % at 9.99 µM;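 active = mean replicate inhibition above about 25%, with every replicate also reaching it, limit read from the data, passing the limit was not always enough; inconclusive = only one of those two criteria met; inactive = neither criterion met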
Target sequence (Q15084 whole entry, looked up): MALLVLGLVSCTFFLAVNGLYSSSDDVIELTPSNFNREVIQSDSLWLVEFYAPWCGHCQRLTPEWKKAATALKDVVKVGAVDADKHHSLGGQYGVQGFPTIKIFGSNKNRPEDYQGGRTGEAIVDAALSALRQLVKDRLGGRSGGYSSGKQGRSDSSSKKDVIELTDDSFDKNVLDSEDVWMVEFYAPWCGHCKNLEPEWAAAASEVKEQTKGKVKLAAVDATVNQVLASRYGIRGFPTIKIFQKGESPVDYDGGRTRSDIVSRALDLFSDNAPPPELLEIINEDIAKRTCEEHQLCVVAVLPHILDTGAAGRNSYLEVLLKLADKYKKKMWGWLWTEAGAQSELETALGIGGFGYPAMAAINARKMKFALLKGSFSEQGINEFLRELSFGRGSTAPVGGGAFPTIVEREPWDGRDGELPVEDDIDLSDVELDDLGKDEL
DENV2 CPE: inhibitors of DENV2 cytopathic effect, primary screen, cell-based, plate reader, single concentration; DENV2-infected cells, cytopathic effect rescue; CPE inhibition, % at 9.99 µM; actives 1.7% (n = 350,000); in the data active = CPE inhibition above about 20%, passing the limit was not always enough; inconclusive = no clear call, values can overlap the other calls; tested in BHK-21 cells;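 also: 0% = median of neutral control wells and 100% = median of positive control wells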
EWS-Fli block: EWS/Fli-driven NR0B1 reporter inhibitors, primary screen, A673 cells, NR0B1 luciferase, luminescence, MLPCN library; actives 0.67% (n = 350,000); viability-normalised; inhibition, % at 12.6 µM;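 active = mean inhibition of at least 50% after viability correction, with every replicate also passing that limit; inconclusive = mean reaches 50% but only one of two replicates passes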;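 also: firefly luciferase signal divided by Alamar Blue viability fluorescence both relative to DMSO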
ARNT-TACC3 inh: disruptors of ARNT/TACC3 protein interaction, primary screen, biochemical, AlphaScreen, single concentration. AlphaScreen His-ARNT PAS-B/GST-TACC3 binding, luminescence; TACC3 fragment carries E629A point mutation. Transforming acidic coiled-coil-containing protein 3 (Homo sapiens), Q9Y6A5. actives 0.66% (n = 390,000). inhibition, % at 9.99 µM. AID 623870, 2012;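 active = mean inhibition of replicates at least 50% and at least half of replicates each reaching 50%; inconclusive = half or more replicates reach 50% but mean below 50%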;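 also: 0% = complete ARNT plus TACC3 wells and 100% = ARNT alone without TACC3; many hits fall short of the cut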
GSIS activator: GLuc luminescence reporter in INS-1E cells, primary screen for activators of glucose-dependent secretion of insulin. INS-1E GLuc reporter insulin secretion, 2-3 h. activation, % at 16.6 µM. actives 0.61% (n = 370,000);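 active = lowest replicate activation of at least 40%, so every replicate reaches that level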;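 also: 0% = median of neutral control wells and 100% = median of IBMX positive control wells; some compounds called inactive have numbers as strong as hits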
Numbers without * were called inactive; ? = inconclusive; . = no result given.

SMILES	PAX8 inh HTS	Xi reactivation	CFTR F508del cor	ERp5 block	DENV2 CPE	EWS-Fli block	ARNT-TACC3 inh	GSIS activator
COc1cccc(NC(=O)N[C@@H]2C=C[C@@H](CC(=O)N3CCN(C)CC3)O[C@H]2CO)c1	-6	-0.3	-0.9	2	1	0	-3	7
COc1ccc(CC(=O)NCC2CCCN(Cc3ccc(SC)cc3)C2)cc1 (configuration not stated)	13	0.0	-2.5	-4	-3	9	-6	22
C[C@@H]1CCCCO[C@H](CN(C)C(=O)NC2CCCCC2)[C@H](C)CN([C@@H](C)CO)C(=O)c2cc(NC(=O)CCC(F)(F)F)ccc2O1	19	0.1	0.1	-6	9	4	0	-20
COc1cccc(C2c3c(oc4ccccc4c3=O)C(=O)N2CCCN2CCOCC2)c1 (configuration not stated)	-4	0.2	-2.5	-10	3	-8	-1	5
CC1CCN(c2c(NCc3ccc(C(=O)NCc4ccco4)cc3)c(=O)c2=O)CC1	-2	0.0	-1.4	5	8	5	6	-5
C=CCN1C(=O)c2ccc(C(=O)Nc3ccccn3)cc2C1=O	-10	0.5	-1.0	-5	0	-8	-4	4
CCn1c(=O)c2cc(C(=O)NCC(OC)OC)sc2c2ccccc21	-20	0.4	-4.5	4	-5	-1	13	-9
COc1ccc(C2/C(=C(/O)c3ccc4c(c3)CC(C)O4)C(=O)C(=O)N2Cc2ccncc2)cc1 (configuration not stated)	4	0.7	2.1	5	1	.	1	6
CCN(CC)CCNC(=O)c1cc2c(=O)n(CC)c3ccccc3c2s1	-26	0.3	3.2	-1	11	12	-3	.
C[C@@H]1CN([C@@H](C)CO)C(=O)c2cc(NC(=O)Cn3cnnn3)ccc2O[C@H]1CN(C)S(=O)(=O)c1ccc(Cl)cc1	.	-0.5	-1.3	-6	-6	-12	.	1
CC1(C)Cc2c(sc3ncn4c(=S)[nH]nc4c23)CO1	10	0.0	-4.5	0	8	6	-1	-2
COc1ccc(S(=O)(=O)N/N=C\c2ccccc2F)cc1	2	0.0	-2.3	2	2	0	0	14
CCc1cccc2c(N=O)c(O)[nH]c12	15	0.5	.	?	-3	-1	15	5
Cc1cc(Br)cn2c(Cc3cccc(Cl)c3)c(C3CCCCC3)nc12	8	0.2	1.0	-6	12	12	.	2
C/C(=N\NC(=O)c1nnn(-c2nonc2N)c1-c1ccccc1)c1ccco1	3	0.0	-3.8	-1	-2	.	-9	-15
O=C(O)COc1ccc(/C=N/n2cnc3scc(-c4cccs4)c3c2=O)cc1	15	0.1	.	.	.	.	15	17
O=C(C[C@H]1C[C@H]2c3cc(NC(=O)c4cccnc4)ccc3O[C@H]2[C@@H](CO)O1)NCc1ccccc1F	8	0.0	-1.7	-7	?	-9	-5	-4
CC(C)OCCCNC(=O)c1ccc2c(c1)S(=O)(=O)c1ccccc1C2=O	-3	-0.1	0.0	-2	-6	.	2	14
O=C(C[C@H]1CC[C@@H]2[C@H](COC[C@@H](O)CN2Cc2cc(F)cc(F)c2)O1)NC1CCC1	5	0.2	1.9	-2	-3	-7	0	9
CCOC(=O)Nc1sc(C)c(C)c1C(N)=O	56	0.0	2.2	3	.	-2	28	.
CC1Oc2ccccc2C=C1/C=N/NC(=O)c1ccccc1 (configuration not stated)	-93	-0.2	.	.	.	.	-6	-4
Cn1c(=O)c2c(SCc3ccccc3)nc(C3CC3)nc2n(C)c1=O	-7	0.0	-3.8	-6	14	-7	-3	5
O=C(NCc1ccccn1)c1cccc(NS(=O)(=O)c2cccc(F)c2)c1	-8	0.1	0.2	-1	-12	17	7	-11
O=C(NC(=S)NC1CCCCC1)c1ccccc1	.	-0.1	1.7	-3	-8	-58	4	.
CC1(C(=O)NCc2ccccc2)CN(S(C)(=O)=O)CC(=O)N1CCCn1ccnc1 (configuration not stated)	-30	0.4	-0.2	-7	-4	3	.	10
COc1cc2ccccc2cc1C(=O)OCC(=O)c1c(N)n(C)c(=O)n(C)c1=O	-9	0.4	-1.5	-1	0	-14	-3	-1
COc1ccc(NC(=O)CN(c2ccc(OC)c(Cl)c2)S(=O)(=O)c2ccccc2)cc1	33	0.9	1.3	0	3	6	2	-13
CCN(CC)c1cc2c(c3c1ccn3C)C1CCC2C1 (configuration not stated)	35	.	-0.1	2	-5	-10	.	-14
CN(CC(=O)Nc1ccc(Cl)c(C(F)(F)F)c1)C(=O)CCN1C(=O)C2CC=CCC2C1=O (configuration not stated)	.	-0.1	-3.1	1	-2	2	4	-59
C[C@@H]1CN([C@@H](C)CO)C(=O)c2cc(NC(=O)C3CCCCC3)ccc2O[C@@H](C)CCCCO[C@H]1CN(C)S(=O)(=O)c1cccs1	.	-0.8	-3.0	-1	-4	4	0	-9

Structures from the list above with a CF3 group:
SMILES	PAX8 inh HTS	Xi reactivation	CFTR F508del cor	ERp5 block	DENV2 CPE	EWS-Fli block	ARNT-TACC3 inh	GSIS activator
C[C@@H]1CCCCO[C@H](CN(C)C(=O)NC2CCCCC2)[C@H](C)CN([C@@H](C)CO)C(=O)c2cc(NC(=O)CCC(F)(F)F)ccc2O1	19	0.1	0.1	-6	9	4	0	-20
CN(CC(=O)Nc1ccc(Cl)c(C(F)(F)F)c1)C(=O)CCN1C(=O)C2CC=CCC2C1=O (configuration not stated)	.	-0.1	-3.1	1	-2	2	4	-59

New compounds follow.
SMILES	PAX8 inh HTS	Xi reactivation	CFTR F508del cor	ERp5 block	DENV2 CPE	EWS-Fli block	ARNT-TACC3 inh	GSIS activator
CC(C)NC(=O)CCCc1c[nH]c2ccccc12	-16	0.0	-2.5	0	12	0	-1	10
O=C(N[C@@H]1CC[C@@H](CCn2cc(-c3ccccn3)nn2)O[C@H]1CO)c1ccncc1	-2	0.1	3.8	-4	-8	-9	62*	-3
COc1ccc(S(=O)(=O)NC(C)C(=O)O)cc1 (configuration not stated)	.	.	-2.0	-3	2	3	-6	-7
COCC#Cc1ccc2c(c1)O[C@@H](CN(C)C(=O)c1ccccc1)[C@@H](C)CN([C@H](C)CO)S2(=O)=O	.	0.2	1.0	3	4	16	1	12
CCn1cc(C(=O)N2CCCC(N3CCN(c4ccccc4C)CC3)C2)cn1 (configuration not stated)	15	0.0	0.7	-2	?	.	1	8
O=C(COC(=O)Cc1ccccc1F)NNC(=O)c1ccc(Cl)cc1	-16	0.4	-2.0	-1	-4	-4	0	9
O=C1Cc2cccc(=O)c(O)c2C(=O)O1	12	0.5	-0.9	-5	0	-3	.	1
COc1cc2cc(CCCOC(=O)c3ccc(C(F)(F)F)cc3)oc(=O)c2cc1OC	-38	0.1	-2.3	2	-18	-4	2	1
C#CCOCCOCCOCCNc1nc(N2CCN(C(=O)C([C@@H](C)O)n3cc([C@@H](N)CCCCN)nn3)CC2)nc(N2CCN(C(=O)[C@H](CC(N)=O)n3cc(C(N)[C@@H](C)CC)nn3)CC2)n1 (some centres not stated)	-21	-0.2	0.1	5	?	-5	17	5
COc1ccccc1N1CCN(CCCn2c(=S)[nH]c3ccccc3c2=O)CC1	9	0.0	0.3	-1	11	10	16	-2
COc1ccc(Cl)cc1C(=O)OCC(=O)N(CC(C)C)c1c(N)n(Cc2ccccc2)c(=O)[nH]c1=O	14	0.0	0.0	-6	-5	0	-32	-16
C=CCNC(=O)/C(C#N)=C/c1c(N2CCN(c3ccccc3)CC2)nc2c(C)cccn2c1=O	35	0.4	-1.0	-1	-2	6	-15	29
CCc1ccc2c(c1)[C@H]1OCC[C@H]1[C@@H](c1cccs1)N2	4	-0.1	.	.	.	.	2	-2
NC(=O)c1ccc(N2CCNC(=O)C2)c([N+](=O)[O-])c1	-7	0.0	2.2	9	1	20	8	23
COc1ccc(C(=O)NC(=S)Nc2ccc(CN3CCOCC3)cc2)cc1Br	4	0.0	-0.7	4	-4	.	5	28
O=C(Nc1ccc(F)cc1)c1cccc(N2C(=O)C3C4C=CC(C5CC45)C3C2=O)c1 (configuration not stated)	28	0.3	-0.4	1	-3	1	.	-11
COCCCNc1nc(N)c([N+](=O)[O-])c(Nc2ccccc2OC)n1	16	0.0	-3.7	3	2	-40	12	.
COCC(C)n1c(C)cc(C(=O)CN2c3cccc4cccc(c34)S2(=O)=O)c1C (configuration not stated)	0	0.2	-1.1	-3	1	-18	-4	.
COc1ccccc1Cc1c(-c2ccc(Cl)cc2)nc2ccc(C)cn12	-56	-0.1	0.2	-1	7	-98	.	0
COCCNC(=O)c1cccc(OC2CCN(C(C)COc3ccccc3)CC2)c1 (configuration not stated)	4	0.1	-2.4	4	?	5	-1	.
O=C(Nc1cccc(C(=O)Nc2ccc(Br)cc2)c1)c1ccccc1	-39	0.3	-2.9	-1	6	-70	-3	8
CCOc1ccc(NC(=O)CN(c2ccc(OC)c(OC)c2)S(=O)(=O)c2ccc(C)cc2)cc1	32	0.0	-0.8	-1	.	22	3	.
O=C(C[C@H]1C[C@@H]2c3cc(NC(=O)c4ccc5c(c4)OCO5)ccc3O[C@@H]2[C@H](CO)O1)NC1CCCC1	2	1.4	0.6	-1	-7	-1	-2	15
O=C(C1CCCC1)N1CCCCN2[C@H](C1)[C@@H](c1ccc(C#CC3(O)CCCC3)cc1)[C@@H]2CO	13	.	-2.0	0	-9	25	-3	.
O=C(CN1C(=O)CCSc2ccc(S(=O)(=O)N3CCOCC3)cc21)Nc1ccccc1Cl	6	0.1	1.5	2	12	.	.	-6
O=C(C1CCCC1)N1CCCCN2[C@H](CO)[C@@H](c3ccc(C#CC4CC4)cc3)[C@@H]2C1	14	.	-4.5	2	7	-11	2	.
COc1ccc(/C=C/C(=O)NC(=S)NNC(=O)c2cc(OC)c(OC)c(OC)c2)cc1	1	0.2	5.4	1	9	22	2	-5
CSCCC(NS(=O)(=O)c1ccc2c(c1)oc(=O)n2C)C(=O)NCc1ccc(C)cc1 (configuration not stated)	-5	0.0	1.6	-6	.	3	4	9
CCN(CC)S(=O)(=O)c1ccc(OC)c(NS(=O)(=O)Cc2ccccc2)c1	-36	0.0	0.6	-13	5	-8	-6	-11
COc1ccc(C#Cc2ccc3c(c2)O[C@@H](CN(C)S(=O)(=O)c2ccccc2F)[C@H](C)CN([C@H](C)CO)S3(=O)=O)cc1	14	-0.4	3.8	0	-3	11	-8	-3
CN(Cc1c(C(=O)N2CCc3ccccc3C2)nc2ccc(Cl)cn12)C(C1CC1)C1CC1	19	0.0	-1.0	4	-4	17	1	4
CCSc1nc(-c2cccs2)nc2ccccc12	9	-0.1	1.6	3	6	3	-5	1
C[C@H](CO)N1C[C@H](C)[C@@H](CN(C)S(=O)(=O)c2cccs2)OCCCC[C@H](C)Oc2ccc(NC(=O)Nc3cccc4ccccc34)cc2C1=O	-6	-0.1	-0.5	.	-6	11	-4	5
C[C@@H](NC(=O)c1nc[nH]c1C(=O)N1CCN(c2ccccc2)CC1)c1ccccc1	-29	0.4	-1.9	-3	7	1	10	.
NS(=O)(=O)c1ccc(CNC(=O)CSc2nc3ccc(Cl)cc3[nH]2)cc1	11	0.1	4.6	4	-2	11	18	-10
